IMP-1 inh: IMP-1 metallo-beta-lactamase inhibitors, primary screen, biochemical, epi-absorbance readout, Pseudomonas aeruginosa enzyme; hit rate 0.45% among 290,000; metallo-beta-lactamase IMP-1 (Pseudomonas aeruginosa); purified IMP-1, nitrocefin hydrolysis, epi-absorbance fluorescence; AID 1556, 2009; inhibition, % at 5.6 µM;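 active = inhibition above the mean plus 3 SD of all compounds in the same screening run, cut at about 4.5% in these data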;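 also: 0% = IMP-1 with DMSO and 100% = DMSO wells lacking enzyme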
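System: purified IMP-1 / Input: IMP-1 dispensed at 0.2 nM / Medium: 50 mM HEPES pH 7.1, 50 µM ZnSO4, 0.05% Brij 35 / Timing: 15 min enzyme–compound preincubation, then 25 min nitrocefin reaction, 25 °C / Technique: plate fluorescence quenching by hydrolysis product, ex 480/em 530 nm / Repeats: singlicate testing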
CRFR2-BP antag: antagonists of CRF-BP/CRF-R2 complex, primary screen, cell-based, HEK293, calcium dye fluorescence, uHTS | CRF-induced calcium fluorescence | inhibition, % at 11.8 µM | hit rate 0.59% among 350,000;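 active = inhibition of the ligand-induced calcium signal above about 50% at the single tested concentration, limit read from the data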
UBC9 SUMO inh: inhibitors of in vitro SUMOylation cascade, primary screen, biochemical, HTRF, uHTS | HTRF SUMOylation assay, SAE1/SAE2 + UBC9 | inhibition, % at 35 µM | hit rate 0.36% among 290,000 | AID 2006, 2009; in the data active = inhibition above about 50%, passing the limit was not always enough; also: strong numbers were not always called active
Target sequence (P63279 whole entry, looked up): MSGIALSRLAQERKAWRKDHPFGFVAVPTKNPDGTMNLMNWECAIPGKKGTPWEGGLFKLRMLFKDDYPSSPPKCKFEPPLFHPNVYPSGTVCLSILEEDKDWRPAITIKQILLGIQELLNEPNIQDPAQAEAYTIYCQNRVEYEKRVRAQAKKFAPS
GalR3 antagonist: GalR3 antagonists in HEK293 cells, primary screen, cell-based, fluorescence readout | hit rate 0.44% among 360,000 | HEK293 GalR3-CNG cAMP membrane potential fluorescence; galR3 body fused to GalR1 C-terminus | Galanin receptor type 3 (Homo sapiens), O60755 | inhibition, % at 3 µM | AID 651719, 2012;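 active = inhibition above the screen-wide average plus 3 SD, cut at about 13% in these data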;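 also: forskolin and galanin both at EC90 stimulate the cells; cAMP rise reported by CNG channel membrane potential dye signal; 0% = forskolin plus galanin with DMSO and 100% = forskolin alone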
Target sequence (O60755 1-299 limits assumed): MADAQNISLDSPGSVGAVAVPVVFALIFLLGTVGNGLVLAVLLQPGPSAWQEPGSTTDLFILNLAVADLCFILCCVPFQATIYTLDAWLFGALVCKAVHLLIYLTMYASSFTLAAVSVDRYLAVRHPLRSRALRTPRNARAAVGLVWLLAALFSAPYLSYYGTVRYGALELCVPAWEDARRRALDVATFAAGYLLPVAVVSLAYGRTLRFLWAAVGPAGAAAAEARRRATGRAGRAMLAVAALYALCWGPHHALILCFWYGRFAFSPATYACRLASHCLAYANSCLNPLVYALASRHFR
HCV NS3 hel inh: inhibitors of HCV NS3 helicase, primary screen, biochemical, Cy5 molecular beacon fluorescence; Hepatitis C virus NS3 helicase; inhibition, % at 10.9 µM; NS3 helicase DNA unwinding; hit rate 0.56% among 290,000;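 active = inhibition above the mean of all tested compounds plus 3 SD, set per campaign, cut at about 35% in these data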;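 also: 0% = DMSO wells and 100% = thioflavine S control wells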
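test system = hepatitis C virus NS3 helicase domain fragment enzyme | reagent = annealed dual-labelled DNA beacon duplex, ATP-started | times = 1 h at 25 °C | detection = Cy5 fluorescence, 0 and 60 min reads | read-out basis = percent inhibition from t60/t0 fluorescence ratio | control set = DMSO and thioflavine S | replication = one well per compound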
IDE inh: human IDE inhibitors in live cells, primary screen, fluorescence polarization, HEK cells, FAbetaB substrate | Insulin-degrading enzyme (Homo sapiens), P14735 | FAbetaB cleavage | inhibition, % at 5.59 µM | hit rate 0.41% among 320,000 | AID 434962, 2010;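 active = percent inhibition above the average of all tested compounds plus 3 SD, set per screening campaign, cut at about 16% in these data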;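 also: IDE supplied by intact live HEK cells; FP after avidin binding of uncleaved biotin substrate so inhibition keeps polarization high; 0% = DMSO wells and 100% = 60 µM reference IDE inhibitor Ii1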
p-CIP stab down: p/CIP-EGFP fusion destabilizers, primary screen, fluorescence, F442A cells; Q05BA5; 16 h; decrease of EGFP signal, % at 10 µM; hit rate 0.01% among 290,000; AID 1984, 2009;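 active = EGFP signal decrease of at least 30% at 10 µM or well 3 SD below plate mean, unless failing retest; inactive = the rest, including hits failing retest or dose response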; also: some compounds called inactive have numbers as strong as hits; many of its hits are not listed in these tables
IDE act: human IDE activators in live cells, primary screen, fluorescence polarization, HEK cells, FAbeta-B substrate; Insulin-degrading enzyme (Homo sapiens), P14735; hit rate 0.073% among 340,000; AID 493087, 2011; activation, % at 5.96 µM; FAbeta-B cleavage; 0% vehicle, 100% cell-free pure enzyme wells;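 active = activation above the mean of all tested compounds plus 3 SD, set per screening campaign, cut at about 17% in these data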
VIM-2 inh: VIM-2 metallo-beta-lactamase inhibitors, primary screen, biochemical, epi-absorbance readout, Pseudomonas aeruginosa enzyme; AID 1527, 2009; inhibition, % at 5.6 µM; purified VIM-2, nitrocefin hydrolysis, epi-absorbance fluorescence; hit rate 0.89% among 290,000;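 active = inhibition above the mean of all tested compounds plus 3 SD, cutoff set per screening run, cut at about 7.5% in these data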;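 also: red hydrolysis product quenches plate fluorescence so inhibitors raise well fluorescence; 0% = enzyme with DMSO and 100% = DMSO without enzyme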
* marks the source's active call; other numbers are inactive results; nt = not tested or not shown.

Values run as follows: IMP-1 inh, CRFR2-BP antag, UBC9 SUMO inh, GalR3 antagonist, HCV NS3 hel inh, IDE inh, p-CIP stab down, IDE act, VIM-2 inh
1. c1ccc(-c2cn(-c3ccccc3)c3[n+]2CCS3)cc1
    -5.9, 18, -7, 0, 0, -8, 15, 5, -5.3
2. COc1ccc(C)cc1NC(=O)c1ccc(NC(=O)CC2SC(N3CCCC3)=NC2=O)cc1 (stereo not drawn)
    -3.3, -14, 5, 0, -4, -2, -4, 6, -2.4
3. COc1cc(/C(C)=N/NC(=O)CN2CCN(S(=O)(=O)c3ccc(C)cc3)CC2)ccc1O
    -2.8, -4, 1, -3, -3, 2, -3, -4, -3.0
4. CCN(CC)S(=O)(=O)c1ccc(-c2nnc(SCc3nnc(-c4ccccc4)o3)o2)cc1
    -3.8, -19, 40, -5, 4, 1, 6, 0, -1.9
5. Cc1ccsc1C(=O)Nc1ccccc1N1CCCC1
    nt, 12, nt, -3, nt, -1, nt, 7, nt
6. COC(=O)CN1C(=O)[C@H]2[C@@H](C3CC3)N3C(=O)CN(CCO)C(=O)[C@@]3(Cc3ccccc3)[C@H]2C1=O
    0.1, -5, -15, -7, -6, 3, 3, 2, 1.0
7. CCc1cc(=O)oc2cc(C)c(CN3CCCC(C)C3)c(O)c12 (stereo not drawn)
    16*, -6, 15, -2, 25, -2, 0, -4, 8.4*
8. Brc1ccc(-c2nnc3sc(CNCc4ccc5c(c4)OCO5)cn23)cc1
    -0.8, -83, 22, nt, -11, 3, -18, 2, 1.5
9. Cc1cc2n(n1)C(c1cn(-c3ccccc3)nc1C)Nc1c(C)cccc1-2 (stereo not drawn)
    0.2, -46, 5, -6, -2, 2, -3, 5, -1.3
10. Cn1c(=O)c([N+](=O)[O-])c(N2CCSCC2)c2ccccc21
    -0.8, 3, 8, -2, -7, 4, -7, -2, 0.3
11. COc1cccc(NC(=O)NNC(=O)C(C)Oc2ccc3ccccc3c2)c1 (stereo not drawn)
    -2.4, -25, 13, -1, -7, nt, -8, 4, -5.5
12. O=Cc1ccc(N2CCCC2)c([N+](=O)[O-])c1
    -4.8, 6, 24, -8, -1, 3, -34, 4, -2.8
13. Cc1cc(N2C(=O)C3C4C=CC(C4)C3C2=O)no1 (stereo not drawn)
    1.0, 14, -5, -1, -1, -2, -1, 5, -5.3
14. O=c1cc(-c2ccccc2)[nH][nH]1
    -2.5, 1, 24, 1, -1, -1, 3, 5, 1.9
15. Oc1ccc(/C=N/Nc2nc(-c3ccccc3F)nc3ccccc23)c(O)c1
    -1.8, -15, -19, 3, 7, -2, -10, -5, -3.1
16. O=C(CN1C(=O)c2ccccc2C1=O)NCCc1c[nH]c2ccccc12
    -4.6, 11, -1, -5, -14, 0, 1, 1, -2.3
17. O=C1Cc2cc([N+](=O)[O-])ccc2N1c1c(Cl)cccc1Cl
    -0.4, 9, 29, -2, 24, 3, -12, 2, 1.6
18. O=C(O)CSc1nnc(COc2cccc3ccccc23)o1
    -0.6, 4, 5, -8, 13, 4, -11, -2, 0.0
19. COc1ccc(CNC(=O)CN(c2ccc(OC)c(Cl)c2)S(=O)(=O)c2ccc(C)cc2)cc1
    -0.9, -24, -2, -1, 13, 9, -9, -1, -1.7
20. CCOCCCn1c(SC(C)C(=O)NCC2CCCO2)nc2sc(C)c(C)c2c1=O (stereo not drawn)
    nt, 1, nt, -3, nt, 3, nt, 1, nt
21. O=C(CCCOc1ccc(Cl)cc1)NC1CCCCC1
    -0.8, 11, -1, -4, -5, 0, -1, -7, -0.1
22. CCOCCCNC(=O)c1ccc2c(c1)ncn2-c1ccccc1OC
    -4.5, 12, 19, -3, 8, 8, -1, 2, -3.5
23. CC(C)CC(c1nnnn1Cc1ccccc1)N1CCN(C(=O)c2ccco2)CC1 (stereo not drawn)
    -4.0, -15, 10, -2, 2, 2, -4, -1, -4.1
24. C[C@@H](C(=O)NCCc1ccc(F)cc1)N1C(=O)N2CCc3c([nH]c4ccccc34)[C@@]2(C)C1=O
    -2.5, 13, -8, -5, -36, 0, 2, 4, -0.8
25. O=S(=O)(NCC1(N2CCOCC2)CCCCC1)c1ccccc1Cl
    nt, 2, nt, -2, nt, -2, nt, 0, nt
26. CCOC(=O)C(=CNc1cc(C)nn1-c1ccc(Cl)cc1)C(=O)OCC
    -3.2, 11, 10, -6, -1, 3, -6, -3, -4.0
27. CCOC(=O)c1cc(-c2cccnc2)nn1-c1ccccc1C
    -3.2, -4, 4, -3, -2, 0, 3, -11, -2.6
28. O=c1[nH]c2ccc(Br)cc2c(-c2ccccc2)c1CN1CCOCC1
    -2.2, -11, 11, 2, -1, -1, -16, -2, 0.3
29. O=C(NCCc1ccccc1)C1CCN(S(=O)(=O)c2cccc3nonc23)CC1
    -2.5, -1, -12, -2, -1, -4, 15, 2, -3.3
30. O=C(COc1ccccc1)NCC(=O)NC1CCCCC1
    -6.5, -2, 11, -5, 0, -3, -24, 2, -6.3

Overlap with the part before: two entries, then new ones.
Values run as follows: IMP-1 inh, CRFR2-BP antag, UBC9 SUMO inh, GalR3 antagonist, HCV NS3 hel inh, IDE inh, p-CIP stab down, IDE act, VIM-2 inh
29. O=C(NCCc1ccccc1)C1CCN(S(=O)(=O)c2cccc3nonc23)CC1
    -2.5, -1, -12, -2, -1, -4, 15, 2, -3.3
30. O=C(COc1ccccc1)NCC(=O)NC1CCCCC1
    -6.5, -2, 11, -5, 0, -3, -24, 2, -6.3
31. O=C(c1ccccc1NS(=O)(=O)c1ccc(F)cc1F)N1CCCCC1
    nt, 9, nt, -2, nt, -3, nt, 3, nt
32. Cc1[nH]c(=O)[nH]c(=O)c1Sc1ccccc1[N+](=O)[O-]
    -5.2, -5, 12, 0, 7, 3, -11, 1, -3.6
33. CCOC(=O)C1=C(CBr)NC(=O)NC1C (stereo not drawn)
    -3.4, 11, -10, 2, -11, -8, 2, 4, -1.0
34. Cc1ccc(/C=c2\sc3n(c2=O)CN(c2cccc(Br)c2)CN=3)o1
    -2.1, -8, 16, -5, 7, 7, -2, 1, -0.6
35. Cc1cc(C)c(C)c(S(=O)(=O)NCC(=O)NCC2CCCCC2)c1C
    -2.1, -10, -2, -4, 4, 7, -15, 4, 2.8
36. Cc1oc(S(=O)(=O)N2CCCCC2)cc1NC(=O)Nc1ccc(F)cc1
    -0.2, 6, 3, -8, -1, 0, 11, 4, -2.0
37. COc1ccccc1N1CCN(/N=C/c2ccc(Cl)c([N+](=O)[O-])c2)CC1
    1.4, -5, 11, -5, -30, -6, -8, -2, 1.7
38. N#CC1=C(N)NC(=S)C(C(N)=O)C1c1ccccc1F (stereo not drawn)
    -0.4, 2, 16, 1, 4, 27*, -37, -8, -1.1
39. Cc1nc(C)c(Oc2cccc(C(F)(F)F)c2)c(=O)[nH]1
    -3.6, -8, -1, -6, -14, 4, 2, 5, -3.7
40. CC(/C=C/c1ccco1)=N\NC(=O)c1cc(Cl)ccc1O
    -3.1, -1, 34, -4, 15, 0, -1, 3, -3.6
41. CN(C)c1ccc(/C=C/c2nc3ccccc3c(=O)n2-c2ccc(C(=O)O)cc2)cc1
    1.6, -24, 33, -10, -16, 131*, -268, -115, 4.4
42. O=C(CCNC(=O)c1ccco1)Nc1ccc(OC(F)(F)F)cc1
    -3.4, 15, 10, -7, 7, 0, -12, 3, -4.8
43. Cc1ccc(NC2CCCCC2NS(=O)(=O)c2ccccc2)c(C)c1 (stereo not drawn)
    -1.1, -2, nt, -2, -20, 1, -1, 5, -0.2
44. COc1ccc(/C=N/NC(=S)N[C@H]2CC3CCC2C3)cc1 (stereo partly drawn)
    -0.7, -16, 11, 0, 0, -1, -9, nt, -3.1
45. CSc1nccc(-c2c(-c3ccc(Cl)cc3)noc2C)n1
    -2.4, 27, 6, -3, -3, 5, 0, 6, -3.7
46. Cc1ccc(C2CC(c3ccc(Br)cc3)=NN2C(=O)CSC2=NN3CCCC(=O)N=C3S2)cc1 (stereo not drawn)
    -2.8, -8, nt, -10, 6, 1, 0, 2, -1.8
47. O=C(CSc1nnc(-c2ccccn2)o1)Nc1ccccc1C(F)(F)F
    -2.3, -9, -11, -9, -9, 1, -4, 4, -2.8
48. COc1cccc(N2CCN(C(=O)c3ccc(-c4ccccc4)cc3)CC2)c1
    0.0, 5, -5, -3, -13, 2, 5, 2, -2.4
49. O=C(Nc1ccc(Cl)cc1)c1ccc(OC2CSC2)cc1
    -3.7, 18, 13, 1, 7, 2, 7, -1, -1.1
50. CN(C)c1ccc(NC(=S)c2ccccn2)cc1
    -2.2, -6, -12, -3, -10, 4, 7, 1, -3.6
51. CCn1c(SCC(=O)NNC(=O)c2ccccc2)nnc1-c1ccco1
    -1.1, 10, 13, -2, -10, 2, 1, -1, -1.6
52. CCCCNC(=O)Oc1c(Br)cc2sc(=O)oc2c1Br
    -1.6, nt, 92, nt, 16, 8, -2, nt, 4.4
53. O=C1CC(c2cccc(Cl)c2)CC(O)=C1C=Nc1ccccc1 (stereo not drawn)
    1.6, 2, -1, -5, 8, 2, -18, 0, -2.1

Molecules shown so far with fluorine (8):
Values run as follows: IMP-1 inh, CRFR2-BP antag, UBC9 SUMO inh, GalR3 antagonist, HCV NS3 hel inh, IDE inh, p-CIP stab down, IDE act, VIM-2 inh
15. Oc1ccc(/C=N/Nc2nc(-c3ccccc3F)nc3ccccc23)c(O)c1
    -1.8, -15, -19, 3, 7, -2, -10, -5, -3.1
24. C[C@@H](C(=O)NCCc1ccc(F)cc1)N1C(=O)N2CCc3c([nH]c4ccccc34)[C@@]2(C)C1=O
    -2.5, 13, -8, -5, -36, 0, 2, 4, -0.8
31. O=C(c1ccccc1NS(=O)(=O)c1ccc(F)cc1F)N1CCCCC1
    nt, 9, nt, -2, nt, -3, nt, 3, nt
36. Cc1oc(S(=O)(=O)N2CCCCC2)cc1NC(=O)Nc1ccc(F)cc1
    -0.2, 6, 3, -8, -1, 0, 11, 4, -2.0
38. N#CC1=C(N)NC(=S)C(C(N)=O)C1c1ccccc1F (stereo not drawn)
    -0.4, 2, 16, 1, 4, 27*, -37, -8, -1.1
39. Cc1nc(C)c(Oc2cccc(C(F)(F)F)c2)c(=O)[nH]1
    -3.6, -8, -1, -6, -14, 4, 2, 5, -3.7
42. O=C(CCNC(=O)c1ccco1)Nc1ccc(OC(F)(F)F)cc1
    -3.4, 15, 10, -7, 7, 0, -12, 3, -4.8
47. O=C(CSc1nnc(-c2ccccn2)o1)Nc1ccccc1C(F)(F)F
    -2.3, -9, -11, -9, -9, 1, -4, 4, -2.8
